ELG1 genotoxic – qHTS screen for small molecules that induce genotoxicity in human embryonic kidney (HEK293T) cells expressing luciferase-tagged ELG1; Potency, µM (doses to about 46 µM), for the others: at the highest dose activity change, positive = activation, hits mostly activators; HEK293T ELG1-luciferase reporter, luminescence, 16 h; AID 504466, 2011; actives 1.3% (n = 330,000); further: potency means the concentration at half of the fitted maximal effect; % of control where 0% means no effect; nearly all actives have a fitted effect of over 60% in size
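DMSO vehicle served as control against compound-treated ELG1-luciferase HEK293T cells; exposure lasted 16 hr at 37 °C and 5% CO2, followed by ONE-Glo luminescence detection after 30 min.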
Tb PFK inh – qHTS Assay to Find Inhibitors of T. brucei phosphofructokinase. T. brucei PFK, ADP-Glo luminescence. ATP-dependent 6-phosphofructokinase (Trypanosoma brucei brucei), O15648. actives 0.17% (n = 330,000). Potency, µM (highest dose often 57.5 µM), without a hit: top-dose activity, negative = inhibition, actives largely listed as inhibitors;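 further: potency means the concentration at half of the fitted maximal effect; 0% = uninhibited 1x PFK enzyme wells and -100% = no-enzyme wells; nearly all actives have a fitted effect of over 60% in size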
Target sequence (O15648 whole entry, looked up): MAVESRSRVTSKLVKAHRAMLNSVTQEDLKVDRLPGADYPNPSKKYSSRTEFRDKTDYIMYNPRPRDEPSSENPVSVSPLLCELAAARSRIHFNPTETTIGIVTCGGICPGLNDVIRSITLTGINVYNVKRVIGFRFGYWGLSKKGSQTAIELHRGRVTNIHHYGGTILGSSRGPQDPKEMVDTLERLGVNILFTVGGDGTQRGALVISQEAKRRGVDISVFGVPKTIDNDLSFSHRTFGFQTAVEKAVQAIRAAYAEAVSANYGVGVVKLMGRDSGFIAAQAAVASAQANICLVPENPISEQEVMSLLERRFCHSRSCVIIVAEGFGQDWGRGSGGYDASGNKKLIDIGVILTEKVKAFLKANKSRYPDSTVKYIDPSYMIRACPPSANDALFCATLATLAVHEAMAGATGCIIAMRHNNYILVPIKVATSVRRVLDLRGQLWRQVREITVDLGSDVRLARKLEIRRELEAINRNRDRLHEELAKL
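Activity is normalized to no-enzyme wells (full inhibition) and 1.25 nM enzyme wells (no inhibition). Reaction: 0.5 mM F6P, 0.1 mM ATP, 45 min RT, ADP-Glo luminescence; concentration-response curves fitted and classed by quality.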
Rab9 prom act – qHTS Assay for Rab9 Promoter Activators; Huh7 Rab9 promoter-luciferase reporter, luminescence, 24 h; Potency, µM (titrated, usually from 9.22 µM), for the others: top-dose activation, negative = inhibition, actives largely listed as activators; actives 2.8% (n = 320,000); further: potency means the concentration at half of the fitted maximal effect; % of control where 0% means no effect; nearly all actives have a fitted effect of over 60% in size
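Promoter activation is measured as luciferase luminescence in Huh7 cells stably transfected with a Rab9 promoter–luciferase construct, following 24 h compound exposure at 37 °C and 10 min reagent incubation at ambient temperature.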
uPA generation – qHTS for Inhibitors of Cell Surface uPA Generation; actives 0.31% (n = 330,000); cell surface uPA generation assay, qHTS; Potency, µM (highest dose often 38.3 µM), for the others: at the highest dose activity change, negative = inhibition, hits mostly inhibitors; active means well fitted inhibition curve with a large enough effect; inconclusive means small, poorly fitted or top-dose-only effect; inactive means no such curve, though single readings can be large or run the other way; tested in mouse RAW 264.7 cells; further: potency means the concentration at half of the fitted maximal effect; on the % scale 0 is the no-effect control and ±100 the full control effect; nearly all actives have a fitted effect of over 55% in size
KCNH2 3.1 block – qHTS for Inhibitors of KCHN2 3.1: Mutant qHTS | actives 0.95% (n = 340,000) | activity change, % (tested at about 1.8 µM) | Potassium voltage-gated channel subfamily H member 2, brain isoform KCNH2 3.1 (human) | U2OS KCNH2 3.1, thallium flux FluxOr; hits give low values;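 active means maximum activity change below -70%; inconclusive means maximum activity change from -70% to -50%; inactive means maximum activity change above -50%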;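 further: thallium influx rate constant from kinetic fluorescence after stimulation buffer; on the % scale 0 is the no-effect control and ±100 the full control effect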
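Normalized rate constant (relative to positive and negative DMSO controls) derived from a 2 min kinetic fluorescence read after stimulation; U2OS cells expressing the 3.1 isoform via virus at 1.77 x 10^8 /mL.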
Giardia kill – Small Molecules that selectively kill Giardia lamblia: qHTS | AID 540267, 2011 | Giardia lamblia trophozoite viability | actives 0.15% (n = 340,000) | activity change, % at 7.66 µM, hits read low; in the data active means activity change below about -80%; inconclusive means between about -30% and that limit;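 further: parasites exposed to compound for two days anaerobically before the ATP read; on the % scale 0 is the no-effect control and ±100 the full control effect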
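Media and compound were dispensed first, then trophozoites at 100 cells/well; plates sat 48 hrs at 37 deg C without oxygen before ATP luminescence reagent was added and read after 15-30 min at room temperature.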
VP16 counter – VP16 counterscreen qHTS for inhibitors of ROR gamma transcriptional activity | Potency, µM (highest dose often 53.6 µM), for the others: top-dose activity, negative = inhibition, usual class: inhibitors | actives 3.5% (n = 310,000) | Drosophila S2 Gal4-VP16 UAS-luciferase, luminescence, 20 h;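 further: Gal4-VP16 expression switched on by copper sulfate through the metallothionein promoter; potency means the concentration at half of the fitted maximal effect; on the % scale 0 is the no-effect control and ±100 the full control effect; nearly all actives have a fitted effect of over 50% in size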
RORg inh – qHTS for inhibitors of ROR gamma transcriptional activity; Nuclear receptor ROR-gamma (Mus musculus), P51450; Drosophila S2 Gal4-RORgamma UAS-luciferase reporter, 20 h; Potency, µM (titrated, usually from 53.6 µM), without a hit: at the highest dose activity change, negative = inhibition, hits mostly inhibitors; actives 5.4% (n = 310,000); AID 2551, 2010; further: potency means the concentration at half of the fitted maximal effect; on the % scale 0 is the no-effect control and ±100 the full control effect; nearly all actives have a fitted effect of over 60% in size
Target sequence (P51450 whole entry, looked up, the tested form may be a part): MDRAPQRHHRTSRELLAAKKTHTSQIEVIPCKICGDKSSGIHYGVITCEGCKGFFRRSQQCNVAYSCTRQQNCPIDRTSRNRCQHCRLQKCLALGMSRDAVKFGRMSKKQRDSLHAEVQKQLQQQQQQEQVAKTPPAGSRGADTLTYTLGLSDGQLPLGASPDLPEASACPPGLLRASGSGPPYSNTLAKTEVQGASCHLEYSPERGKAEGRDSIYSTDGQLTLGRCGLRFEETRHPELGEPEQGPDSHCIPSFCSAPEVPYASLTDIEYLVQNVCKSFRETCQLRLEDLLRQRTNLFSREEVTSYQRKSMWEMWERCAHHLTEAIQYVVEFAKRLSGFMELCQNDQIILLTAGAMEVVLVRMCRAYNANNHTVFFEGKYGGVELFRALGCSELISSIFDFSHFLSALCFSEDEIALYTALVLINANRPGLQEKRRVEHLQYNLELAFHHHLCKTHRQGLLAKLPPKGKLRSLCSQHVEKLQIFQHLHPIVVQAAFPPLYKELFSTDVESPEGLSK
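Luminescence from a UAS-regulated Photinus luciferase reporter in stably transfected Drosophila Schneider cells is measured; decreased signal marks ROR gamma inhibition. Fusion expression is induced by 700 uM copper sulfate for 20 hr.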
NPC1 prom act – qHTS Assay for NPC1 Promoter Activators; Huh7 NPC1 promoter luciferase reporter, 24 h; Potency, µM (top dose mostly 9.22 µM), inactives show at the top dose activation, usual class: activators; actives 2.4% (n = 320,000);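 further: potency means the concentration at half of the fitted maximal effect; % of control where 0% means no effect; nearly all actives have a fitted effect of over 60% in size; reporter is driven by a mutant NPC1 promoter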
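Luminescence from an NPC1 promoter-driven luciferase reporter in stably transfected Huh7 cells was measured after 24 h compound treatment at 37 °C, followed by 10 min ambient incubation with luciferase detection reagent.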
FLuc modulator – qHTS profiling assay for firefly luciferase inhibitor/activator using purifed enzyme and Km concentrations of substrates (counterscreen for miR-21 project); actives 6.9% (n = 360,000); Potency, µM (titrated, usually from 57.5 µM), for inactives: at the top dose activity change, negative = inhibition, usual class: inhibitors; purified FLuc, Km substrates, luminescence inhibition; Luciferin 4-monooxygenase (Photinus pyralis), P08659;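 further: potency means the concentration at half of the fitted maximal effect; plate controls were vehicle for no effect and reference inhibitor for full effect; nearly all actives have a fitted effect of over 55% in size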
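Purified P. pyralis luciferase, 10 nM final, with Km-level 10 uM D-luciferin and 10 uM ATP in 50 mM Tris acetate pH 7.5, 10 mM Mg acetate, 0.01% Tween-20, 0.05% BSA; 6-point qHTS titration about 60 µM downward; luminescence read.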
Coupling enz – qHTS Assay for Inhibitors of Fructose-1,6-bisphosphate Aldolase from Giardia Lamblia: Coupling assay counterscreen. coupling enzyme system counterscreen, AmpLite Red fluorescence. activity change, negative = inhibition, % at 58.2 µM, hits read low. actives 0.67% (n = 290,000). AID 2472, 2010; in the data active means activity change below about -30%; further: on the % scale 0 is the no-effect control and ±100 the full control effect
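Counterscreen of the coupled detection system alone, without aldolase: glyceraldehyde-3-phosphate coupling enzymes plus AmpLite Red readout. Compounds at 57.5 uM final, 10 min RT preincubation, 20 min RT reaction, fluorescence 525/598 nm.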
* = called active by the depositor; ? = inconclusive; / = not tested or not shown; [ ] = dose if it differs, or a comment. Unless noted, the call rests on the fitted dose curve; in most records, active means well fitted curve in the direction sought with a large enough effect; inconclusive means small, poorly fitted or top-dose-only effect, or another doubt; inactive means no such curve, though single readings can be large; an effect the other way counts as inactive or inconclusive.

SMILES	ELG1 genotoxic	Tb PFK inh	Rab9 prom act	uPA generation	KCNH2 3.1 block	Giardia kill	VP16 counter	RORg inh	NPC1 prom act	FLuc modulator	Coupling enz
O=C(CCCn1c(=O)c2cccn2c2cccnc21)NCc1cccc(Br)c1	5%	-7%	-2%	2%	-3	1	7%	9%	-1%	-1%	-5
CCOC(=O)c1c(C)[nH]c(C)c1C(=O)COC(=O)c1ccc(Cl)c(S(N)(=O)=O)c1	-11%	-3%	-4%	-3%	-3	7	11%	?	-2%	2%	0
O=C(CSc1nnc(NC(=O)c2ccc(S(=O)(=O)N3CCOCC3)cc2)s1)Nc1ccccc1C(F)(F)F	1%	1%	0%	-3%	-7	38[activator]	-10%	25%	7%	?	-2
COc1ccccc1NC(=O)/C=C1\SCC(=O)N1C	-6%	1%	17%	2%	1	-20	2%	-11%	-3%	?	-5
O=c1[nH]c2ccccc2nc1C(F)(F)C(F)F	2%	-4%	-3%	/	11	-17	-5%	-12%	-2%	1%	-1
CCc1nc(NCC2CCCO2)c(C#N)c2c1COC(C)(C)C2 (stereo not given)	-1%	4%	1%	6%	11	-10	-1%	?	-3%	4%	4
CC1=C(C(=O)OCC2CCCO2)C(c2coc3ccc(Cl)cc3c2=O)C2=C(CCCC2=O)N1 (stereo not given)	1%	1%	-2%	0%	0	1	1%	1%	-1%	2%	1
COc1ccccc1CNC(=O)C(C)c1ccc([N+](=O)[O-])cc1 (stereo not given)	-5%	-1%	-8%	-1%	2	-25	-5%	17%	-7%	0%	4
Cc1ccc(NCc2ccccc2F)cc1	-3%	-3%	-5%	1%	/	31[activator]	-8%	-2%	-2%	?	-4
FC(F)(F)c1cccc(Cc2noc(CN3CCSCC3)n2)c1	0%	3%	0%	7%	3	-6	9%	32%	-3%	-1%	0
COc1cccc(N2CCN(c3nc(C)c(C)c(=O)[nH]3)CC2)c1	-9%	-3%	-1%	1%	2	-27	-1%	23%	-6%	0%	2
CC(=O)Nc1ccc(N2C(=O)CSC2c2cccc(Br)c2)cc1 (stereo not given)	-3%	3%	-2%	1%	1	-11	11%	-11%	2%	-2%	3
COc1cc(/C=C2\SC(=S)N(N(C)c3ccccc3)C2=O)ccc1O	-7%	0%	0%	7%	-5	9	0%	13%	-4%	?	2
CCN(CC)CCNC(=O)c1cn(-c2ccccc2)nc1-c1cccs1	0%	5%	-1%	3%	-29	12	9%	23%	-1%	-15%	0
CCCCn1c(/C=C/c2ccco2)nc2ccccc21	13%	-14%	12%	0%	0	2	?	13µM*	11%	13µM*	-5
CC1=NN(C(=O)Cc2ccc([N+](=O)[O-])cc2)C(O)(c2ccccc2)C1 (stereo not given)	-2%	-15%	-5%	1%	9	-14	13µM*	8.9µM*	-1%	3%	4
CCOc1ccccc1C(=O)NC(C)c1ccc2c(c1)OCO2 (stereo not given)	6%	1%	-12%	/	1	-8	-4%	-10%	-3%	-1%	-3
CN1CCOCCOCCOCCN(C)C1=S	1%	4%	-1%	-1%	-8	-15	2%	-2%	-1%	2%	-1
CC(C)c1noc2ncc(C(=O)c3cc(Cl)cc(Cl)c3O)cc12	-17%	-3%	-5%	3%	-8	-13	-14%	26%	-2%	1%	-3
O=C(COC(=O)c1ccco1)NC1CCCC1	1%	-2%	-1%	1%	-2	-19	-3%	3%	2%	-7%	-2
CCc1noc(C)c1C(=O)OCC(=O)NCc1ccccc1	1%	0%	8%	4%	0	5	/	/	7%	/	/
O=C(COC(=O)Cc1ccsc1)Nc1ccccc1Cl	2%	1%	1%	2%	-24	12	/	/	2%	3%	/
CC(=O)Nc1ccc(NC(=O)c2ccc(-c3ccc([N+](=O)[O-])cc3)o2)cc1	0%	-5%	0%	0%	16	-13	-12%	12%	-3%	-1%	-1
O=C(O)CCc1nn2cnc3sc4c(c3c2nc1=O)CCCC4	0%	-1%	-1%	/	16	1	-8%	0%	1%	4%	2
COc1ccc(CCNC(=O)Cc2ccc(NC3=NC4CS(=O)(=O)CC4S3)cc2)c(OC)c1 (stereo not given)	1%	-1%	1%	-3%	-14	-12	-5%	5%	-1%	-2%	0
The list goes on.
SMILES	ELG1 genotoxic	Tb PFK inh	Rab9 prom act	uPA generation	KCNH2 3.1 block	Giardia kill	VP16 counter	RORg inh	NPC1 prom act	FLuc modulator	Coupling enz
O=C(CCNS(=O)(=O)c1ccc2c(c1)CCC(=O)N2)Nc1ccc(F)c(F)c1	-2%	-12%	3%	1%	3	1	-1%	4%	-3%	1%	/
Cc1ccc(C(C(=O)NCC2CCCO2)N(C(=O)c2snc(C(N)=O)c2N)c2ccccc2)o1 (stereo not given)	-9%	0%	-2%	4%	-21	6	-11%	-7%	1%	2%	0
Cc1cc(OCCn2ccnc2)cc(C)c1Cl	-1%	-2%	2%	10%	20	4	-28%	?	2%	5%	1
O=C(Nc1ccc(N2CCOCC2)c(Cl)c1)c1cccc(-n2cnnc2)c1	2%	0%	8%	0%	16	-1	0%	11%	0%	?	/
CCC(CC)C(=O)c1c[nH]c(C(=O)NCCCN2CCOCC2)c1	1%	-1%	7%	5%	-22	10	-8%	-1%	2%	-2%	-1
COc1ccc(Cl)cc1N(CC(=O)N1CCCC1)S(=O)(=O)c1ccc(C)cc1	-4%	-3%	-4%	4%	7	-13	-8%	-24%	0%	1%	-1
O=[N+]([O-])c1ccc2n[nH]nc2c1	-2%	6%	2%	5%	-31	4	12%	-2%	-3%	0%	4
CN1CCN(/C=C(\C#N)S(=O)(=O)c2ccc(Cl)cc2)CC1	-1%	2%	0%	4%	1	2	-5%	8%	-4%	-2%	0
Cc1cc(C)cc(C(=O)NC(CC(N)=O)c2ccc(NC3CCCC3)c([N+](=O)[O-])c2)c1 (stereo not given)	2%	-1%	1%	-8%	1	5	-6%	2%	-11%	4%	-3
CC(=O)c1cccc(CN2CCC(C(=O)Nc3ccc(-c4cccc(C)c4)cc3)CC2)c1	-9%	-1%	-14%	-12%	-101*	0	?	?	-12%	-29%	0
O=C(N/N=C/c1cc(Cl)ccc1O)c1cccnc1	?	1%	-50%[inhibitor]	-14%	-13	-14	0.71µM*	1.1µM*	-44%[inhibitor]	?	-3
COc1ccc(N(CC(=O)NC2CCCC2)S(=O)(=O)c2c(C)[nH]c(=O)[nH]c2=O)cc1	-6%	-3%	2%	9%	4	-2	5%	-34%	4%	-3%	1
CCC12CN(C(=O)c3ccc([N+](=O)[O-])cc3)CC(CC)(CN(C(=O)c3ccc([N+](=O)[O-])cc3)C1)C2=O	-5%	0%	5%	-2%	15	-15	6%	-4%	-2%	6%	3
O=C(Cc1ccccc1)Nc1ccc(NC(=O)C2CCCCC2)nc1	-5%	-4%	-29%	4%	18	-17	?	?	-29%	1%	3
COC(=O)C(C(=O)OC)c1ccc(NC(=O)c2cccc(Cl)c2)cc1	18%	0%	?	4%	3	-12	-1%	43%	?	-1%	3
O=C(O)c1nn(Cc2ncc(-c3cccc(Cl)c3)o2)c(=O)c2ccccc12	1%	-1%	3%	2%	?	3	4%	?	0%	-4%	1
c1cc2c(cc1OCCNC1CCCC1)CCC2	1%	0%	-5%	/	/	/	-1%	-15%	-4%	-1%	2
Cn1c(=NC(=O)COc2ccccc2)sc2cc(F)cc(F)c21	0%	-1%	30%	7%	0	-14	2%	-1%	12%	3%	0
Cc1[nH]n(-c2ccccc2)c(=O)c1N=Nc1ccccc1C(=O)N1CCOCC1	-8%	0%	-3%	10%	17	14	10%	?	-2%	0%	0
COC(=O)C1=C(O)/C(=C\c2sccc2C)N=C1C	1%	0%	-3%	1%	18	1	5%	32%	-1%	?	1
O=C(Nc1nsc(-c2ccccc2)n1)c1ccc(F)cc1	?	3%	2.2µM*	?	12	-19	15%	-25%	3.5µM*	9.5µM*	1
CC(=O)Oc1cccc(C(=O)Nc2c[nH]c(=O)[nH]c2=O)c1	2%	-6%	15%	2%	14	0	1%	-6%	-6%	-2%	0
COc1ccc(-c2nc(N)ncc2-c2ccc(Cl)cc2)c(O)c1	-2%	-7%	-1%	6%	-191*	-11	4%	12%	-1%	0%	2

Source: PubChem
